From PubChem
NPYLR7 agonist: activates Aedes aegypti NPYLR7 receptor | HEK293T NPYLR7/Galpha15, GCaMP6s calcium fluorescence | activation, % at 10 µM | 270,000 tested, 0.15% active; in the data active means activation above about 40%;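 further: 0% = vehicle and 100% = reference agonist at the receptor; some compounds past the cut are filed as inactive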
hcGAS lum: blocks human cGAS activity; Q8N884; recombinant h-cGAS, ATP depletion, Kinase-Glo luminescence; inhibition, % at 12.5 µM; 290,000 tested, 0.081% active;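 further: 0% = vehicle reaction and 100% = reaction without DNA for no activity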
Target sequence (Q8N884 whole entry, looked up): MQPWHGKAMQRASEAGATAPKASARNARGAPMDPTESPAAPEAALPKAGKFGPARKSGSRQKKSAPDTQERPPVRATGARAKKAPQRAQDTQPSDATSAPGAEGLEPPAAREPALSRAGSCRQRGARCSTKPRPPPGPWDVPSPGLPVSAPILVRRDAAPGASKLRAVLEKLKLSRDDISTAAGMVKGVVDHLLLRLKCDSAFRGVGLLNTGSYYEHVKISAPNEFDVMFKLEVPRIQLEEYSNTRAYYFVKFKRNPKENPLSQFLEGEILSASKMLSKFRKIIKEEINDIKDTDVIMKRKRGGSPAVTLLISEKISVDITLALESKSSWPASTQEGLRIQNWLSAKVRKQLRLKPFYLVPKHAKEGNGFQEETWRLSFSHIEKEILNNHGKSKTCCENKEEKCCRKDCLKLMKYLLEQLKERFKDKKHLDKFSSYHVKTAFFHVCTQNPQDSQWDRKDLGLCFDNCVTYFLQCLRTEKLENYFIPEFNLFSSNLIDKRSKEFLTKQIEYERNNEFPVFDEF
mcGAS inh: mouse cGAS inhibition by luminescence. 160,000 tested, 0.15% active. inhibition, % at 12.5 µM. AID 1259399. Q8C6L5. recombinant cGAS, Kinase-Glo ATP depletion luminescence;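 further: 0% = negative control wells and 100% = reference inhibitor with no enzyme activity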
Numbers without * were called inactive; nt = no result given; & = joins results of further samples. Unless noted, no stated cut-off is given here; in the data, active means inhibition above about 40%; inactive means the rest.

SMILES | NPYLR7 agonist | hcGAS lum | mcGAS inh
C[C@H]1[C@@H]2[C@@H](O)C([C@H](C)C(=O)N(C)CCC#N)CC[C@@]2(C)CC[C@@H]1NC(=O)Cc1ccccc1 (stereo partly specified) | -4 | -8 | -7
Cc1nccn1-c1cc(N2CCN(C(=O)CC(C)C)CC2)ncn1 | -17 | -3 | -8
CCn1cnnc1CNC(=O)C(C)(C)c1ccc(F)cc1 | 17 | -6 | nt
Cc1nnc(NC(=O)NC2CCNCC2)s1 | -3 | -1 | nt
COCc1nc(N2CCN(C(=O)c3ccc(C(C)(C)C)cc3)CC2)c2c3c(sc2n1)CCCC3 | -11 | -4 | -4
CSc1ccc(NC(=O)N2CCN(c3nc(-c4cccc(F)c4)nc(C)c3Cc3ccccc3)CC2)cc1 | -2 | -13 | -5
CCOC(=O)N1CC(C)N(C(=O)OCC)CC1C (stereo unspecified) | 3 | 1 | nt
COc1cccc(CSc2nnc(-c3ccc(F)cc3)n2-c2ccccc2C)c1 | -14 | -1 | -4
CCOc1cc(/C=C(\C#N)c2nn(CCO)c(N)c2C#N)cc(I)c1OCC | 0 | -2 | nt
CCN(CC)C(=O)CN1CCN(C(=O)c2sc3ccc(F)cc3c2C)CC1 | -2 | 0 | nt
CN(Cc1ccccn1)C(=O)c1c[nH]c2c(F)c(Cl)ccc2c1=O | -6 | -6 | -16
CN(Cc1ccc(N2CCCCC2)cc1)Cc1cc2c(cc1O)OCO2 | 0 | 5 | nt

Of the compounds above, 2 have a cyano group.
SMILES | NPYLR7 agonist | hcGAS lum | mcGAS inh
C[C@H]1[C@@H]2[C@@H](O)C([C@H](C)C(=O)N(C)CCC#N)CC[C@@]2(C)CC[C@@H]1NC(=O)Cc1ccccc1 (stereo partly specified) | -4 | -8 | -7
CCOc1cc(/C=C(\C#N)c2nn(CCO)c(N)c2C#N)cc(I)c1OCC | 0 | -2 | nt

(more compounds)
SMILES | NPYLR7 agonist | hcGAS lum | mcGAS inh
CC(=O)C(C)n1c(=O)c2c(nc3n(-c4ccc(Cl)cc4)c(-c4ccccc4)cn23)n(C)c1=O (stereo unspecified) | 4 | -4 | -10
Cc1c(C(=O)N2CCN(C(=O)COc3ccccc3)CC2)cc(-c2ccc(Cl)cc2)n1-c1cccc(F)c1 | nt | -7 | -5
CN(C)c1nc2c(c(=O)n(C)c(=O)n2C)n1Cc1ccccc1 | 11 | -1 | nt
COC(=O)Cn1c(CSc2nccc(C)n2)cc(=O)n2c3ccccc3nc12 | 5 | -7 | nt
COc1nc2ccccc2cc1/C=C/C(=O)O | 0 | -7 | nt
Cc1nn(C(=O)COc2ccccc2[N+](=O)[O-])c(C)c1Sc1ccc([N+](=O)[O-])cc1 | 1 | 0 | nt
COCCn1c(=NC(=O)CCS(=O)(=O)c2ccccc2)sc2cc(OC)ccc21 | 1 | -6 | -7
CCOC(=O)C1=C(C)N=c2s/c(=C\c3ccc(-c4ccccc4[N+](=O)[O-])o3)c(=O)n2C1c1ccccc1 (stereo unspecified) | -2 | -10 | -7
CC1CCN(C(=O)c2ccc(-c3ccc(F)c(F)c3)s2)CC1 | -13 | -3 | 1
CC(CCc1ccccc1)NC(=O)c1cncn1-c1ccc(-c2ccc(F)c(F)c2)cc1 (stereo unspecified) | 4 | -8 | -6
COCCCNC(=O)c1cc2cc(Cl)ccc2oc1=O | 7 | -5 | -9
Cn1cc(CNC(=O)C2CCC(=O)N(CCCc3ccccc3)C2)cn1 (stereo unspecified) | -4 | 1 | 0
CC(=O)c1ccc(S(=O)(=O)N(C)CC(=O)Nc2nnc(CC(C)C)s2)cc1 | -2 | -1 | -4
COC(=O)Cn1c(=NC(=O)c2ccn(C)n2)sc2cccc(F)c21 | 5 | 1 | -2
O=C(NCc1cccnc1)C1CCN(C2CCN(Cc3ccsc3)CC2)CC1 | 0 | -7 | -11
CC(=O)N(CCCN(C)C)c1nc2ccc(F)cc2s1 | 5 | 4 | 2
COc1ccc(C(N)=O)cc1NS(=O)(=O)c1ccc(F)cc1Cl | 6 | -3 | nt
CC(C)CN1N=C(C(=O)O)CCC1=O | 2 | -3 | nt
COc1ccc2c(c1)CN(Cc1ccccc1)C(=O)CCN2CC(O)C(C)(C)C (stereo unspecified) | 3 | -4 | -2
CC(C)N(CC(=O)N1c2ccccc2-n2cccc2C1c1ccc(F)cc1)C(=O)COc1ccc(Cl)cc1 (stereo unspecified) | -4 | -6 | -3
CCOc1ccc(OC(C)(C)C(=O)Nc2cccc(NC(C)=O)c2)cc1 | 7 | -3 | nt
COC(=O)c1cc2n(n1)CCN(C(=O)c1cc(C)n3nc(C)cc3n1)C2 | -3 | -8 | nt
CCN(CC)C(=O)c1ccc(Cn2cc(Cl)cn2)o1 | 0 | -2 | nt
COc1ccc2[nH]c(=O)c(CN3CCC(NS(C)(=O)=O)CC3)cc2c1 | 4 | -6 | nt
CCCC(=O)Nc1ccc(S(=O)(=O)NCCn2nc(-c3cccnc3)ccc2=O)cc1 | 15 | -5 | nt
O=C(CSc1n[nH]c(C2CCCC2)n1)Nc1cc(Cl)ccc1F | 3 | 0 | -7
COCCNC(=O)c1ccc(OC2CCN(C(=O)c3ccoc3)CC2)c(Cl)c1 | 2 | -9 | nt
O=C(Nc1ccc2ncsc2c1)C1CC=CCC1C(=O)N1CCN(c2ccccn2)CC1 (stereo unspecified) | 3 | -7 | -4
O=C(Nc1ccc(OC2CCCC2)c(F)c1)N1CCOCC1 | -23 | 2 | nt
CCN(C(=O)CSc1nncn1-c1ccccc1)c1ccc(F)cc1 | 12 | -4 | nt
CN1CCOC(C(=O)NC2CCN(c3c(F)cccc3F)C2)C1 (stereo unspecified) | 10 | -7 | nt
COc1cc(Cl)c(NC(=O)c2nc3nccc(C)n3n2)cc1OC | 5 | -5 | nt
Cc1nn(C(C)C)c(C)c1NC(=O)N(CCC#N)C(C)C | 7 | -9 | nt
O=C1NC(=Nc2ccccc2)S/C1=C\c1ccccc1OCc1ccccc1Cl | -6 | -3 | -5
CCCN(CC(=O)N1CC(=O)N(c2cccc(C)c2)C1)C(=O)C(CC)c1ccccc1 (stereo unspecified) | -2 | -3 | -5
CCN(CC)CCNc1nc(/C=C/c2ccc(Cl)cc2)nc2cc3ccccc3cc12 | 24 | -3 | -2

Part of the list above in another layout.
Order of values: NPYLR7 agonist	hcGAS lum	mcGAS inh
> O=C(Nc1ccc(OC2CCCC2)c(F)c1)N1CCOCC1
  -23	2	nt
> CSc1ccc(NC(=O)N2CCN(c3nc(-c4cccc(F)c4)nc(C)c3Cc3ccccc3)CC2)cc1
  -2	-13	-5
> CC(C)CN1N=C(C(=O)O)CCC1=O
  2	-3	nt
> COCCCNC(=O)c1cc2cc(Cl)ccc2oc1=O
  7	-5	-9
> CC(C)N(CC(=O)N1c2ccccc2-n2cccc2C1c1ccc(F)cc1)C(=O)COc1ccc(Cl)cc1 (stereo unspecified)
  -4	-6	-3

Continuation:
SMILES | NPYLR7 agonist | hcGAS lum | mcGAS inh
COC(=O)CC1C(C)(C)C(OC(C)=O)[C@@H]2[C@@H](OC(C)=O)[C@]34O[C@@]2(O)[C@]1(C)C3CC[C@]1(C)C4=CC(=O)O[C@H]1c1ccoc1 (stereo partly specified) | nt | -3 | -3
CCOC(=O)c1nn(-c2cccc(Cl)c2)c2nc(-c3cccs3)c(C#N)c(=O)n12 | -5 | -9 | nt
COc1ccccc1OC1CN(C(=O)CCc2ccc(O)cc2)C1 | 8 | -3 | nt
O=c1cc(NCCCN2CCN(Cc3ccccc3)CC2)c2ccccc2o1 | 18 | -2 | nt
CNC(=O)C1(C)CCN1C(=O)c1ccccc1CCc1ccccc1 (stereo unspecified) | 0 | -7 | -5
COc1ccc(C(CC(=O)N2CCN(c3cccc(Cl)c3)CC2)c2cn(C)c3ccccc23)cc1 (stereo unspecified) | 20 | -10 | -6
COCCNC(=O)C(C1CCCC1)N1CCN(C(=O)C2CCC2)CC1 (stereo unspecified) | -8 | -1 | -4
CN(C)C(=O)N1C[C@@H](CO)[C@@H]2Oc3ccccc3[C@@H]21 | 4 | -3 | -9
CCOc1ccccc1C(=O)NCCc1csc2nc(-c3cccs3)nn12 | 8 | -2 | -4
Nc1nc(-c2ccc(-c3ccccc3CO)cc2)cs1 | 2 | -6 | nt
O=C(N=Nc1c(O)[nH]c2ccc(Br)cc12)c1n[nH]c2c1CCC2 | -1 | -4 | -4
CCc1nc(SCC(=O)NC(C)C(=O)Nc2ccc(F)cc2C)n[nH]1 (stereo unspecified) | -1 | -8 | nt
Cc1nn(C)c2ncc(S(=O)(=O)N3CCN(C(C)(C)C(N)=O)CC3)cc12 | 6 | -9 | -16
Cc1cc(=O)n(-c2c(F)c(F)c(F)c(F)c2F)[nH]1 | -6 | 7 | -2
CC(C)Cc1cc(CN2C[C@H]3C[C@H](O)[C@H](O)C[C@H]3C2)[nH]n1 | -1 | -1 | nt
Cc1ccc(C)n1-c1c(C(=O)NCCC(C)(C)C)cnn1C | 4 | -6 | nt
CCOC(=O)C1(Cc2ccccc2)CCN(Cc2ccc(C(=O)OC)cc2)CC1 | 10 | -6 | nt
CCCCCCCC(=O)Nc1ccc(-n2nc(OC)nc2-c2ccccc2C)cc1 | -1 | 1 | 0
O=c1nc2c(-c3cccc(F)c3)n[nH]n2c2ccccc12 | -7 | 3 | -2
CCNc1ccnc(-c2ccnc3c2ccn3C)n1 | 18 | -2 | nt
CCOC(=O)c1nc2ccccc2nc1N1CCCN(C(=O)C2=COc3ccc(Cl)cc3C2)CC1 | nt | -1 | -5
Cc1cn2cc(CNC(=O)c3ccc(C#CC(C)(C)O)o3)nc2s1 | 3 | -1 | nt
COC1CCCN(c2ncnc3c2CCNCC3)C1 (stereo unspecified) | nt | -6 | -6
COCC1(C(=O)NCc2ccc(N3CCCC3=O)cc2)CCC1 | 5 | -6 | -15
CCCSc1nc2c(c(=O)n(C)c(=O)n2C)n1Cc1cccc(C)c1 | nt | -11 | -9
CCOC(=O)c1c(NC(=O)CCC(=O)OC)sc2c1CCC(C#N)(c1ccccc1)C2 (stereo unspecified) | 5 | -5 | -7
C=CCn1c(-c2ccoc2C)n[nH]c1=S | -3 | -1 | nt
O=C(Cc1ccccc1)N1CCN(c2c(-c3ccccc3)cnc3ncnn23)CC1 | 28 | -3 | -6
O=C1CC2(C(=O)N1CCC(F)(F)F)C(=O)N(CCCCOc1ccccc1)c1ccc(Cl)cc12 (stereo unspecified) | -2 | -1 | -3
Fc1ccc(-c2noc(CN3CCN(c4ncccn4)CC3)n2)cc1 | 5 | -7 | nt
COc1ccc(-c2ccccc2)cc1NC(=O)C1(C)CCN1C(=O)C(C)C (stereo unspecified) | 8 | -11 | -6
Cc1cc(C)c2c(c1C(=O)N(C)CCc1ccccn1)CC(C)(C)C2=O | -5 | -5 | -4
Cc1ccc(NC(=O)CC23CC4CC(CC(O)(C4)C2)C3)cc1 | -1 | -11 | nt
CN(C)P(=NC(=O)c1cc(Cl)cc(Cl)c1)(N(C)C)C(C)(C)C | 3 | -4 | nt
CCN(CC)C(=O)Oc1ccc2c(ccn2Cc2cccc(F)c2)c1NC(=O)C12CC[C@@](C)(C(=O)O1)C2(C)C | 1 | 5 | 3
Cc1cc(C)cc(CSCC(=O)N2CCC3(CN(C)C(=O)O3)C2)c1 (stereo unspecified) | -3 | 4 | nt
COc1ccc(F)c(F)c1CN1CCCCC1c1ccccn1 (stereo unspecified) | 17 | 0 | nt
COC(=O)/C=C/c1c(OC(F)F)noc1C | -2 | -5 | nt
CC(=O)c1[nH]c(C)c(C(=O)N2CCC3(CCCN(C)CC3)CC2)c1C | 5 | -7 | nt
Cc1nn(S(=O)(=O)c2ccc(C(C)C)cc2)c(C)c1S(=O)(=O)N1CCCCC1 | 4 | 1 | nt
N#CN(CCOC(=O)c1ccccc1)C(=O)c1ccccc1 | -6 | 2 | nt
O=C(O)C=CC(=O)N1CCOCC1 | 2 | -7 | -6
Cc1ccc(C)c(OCCCn2cnc3ccsc3c2=O)c1 | 5 | -2 | nt
CCN1CCN(C(=O)CCC2CCN(C(C)Cc3cccc(C)n3)CC2)CC1 (stereo unspecified) | 3 | -7 | nt
CCOc1ccccc1CNC(=O)c1ccc(Cn2c(=O)[nH]c3cc(OC)c(OC)cc3c2=O)cc1 | -6 | -2 | -2
Cc1cccc(C)c1NC(=O)c1ccccc1NC(=O)C1CCOCC1 | -6 | -3 | -1
CCN(CC)C1CCN(C(=O)CCc2nnc(Cc3cc(OC)ccc3OC)o2)C1 (stereo unspecified) | 0&8 | -5&-5 | nt
CSc1ccccc1C(=O)Nn1cnc2c(cnn2-c2ccc(C)c(C)c2)c1=O | 5 | -16 | nt
Cc1nc(S(=O)(=O)N2CC(CN(C)C)C3(CCOCC3)C2)cn1C (stereo unspecified) | nt | -11 | -5
N#Cc1c(NC(=O)c2ccc3c(c2)CCCC3)nc2n1CCS2 | 1 | -6 | nt
CC(=NN1CCN(Cc2cccc3ccccc23)CC1)c1ccc(Br)cc1 | -6 | -5 | -5
O=C(Cn1cnnn1)N(Cc1nc2ccccc2c(=O)[nH]1)CC1CCCO1 (stereo unspecified) | 15 | -1 | nt
CC(C)Cc1noc(CN(C)C(=O)CC2C(=O)NCCN2C2CCCC2)n1 (stereo unspecified) | 2 | -6 | -9
O=C(CCl)NCCc1ccccc1F | -4 | -3 | -5
CCC(=O)Nc1cccc(C(=O)NCC[C@@H]2C[C@@H]3C=C[C@H]2C3)c1 | 17 | -9 | -15
C=CCc1cccc(/C=N\NC(=O)c2cc(C)nc3ccccc23)c1O | -5 | -3 | 2
CCS(=O)(=O)NCC(c1cccs1)S(=O)(=O)c1ccc(F)cc1 (stereo unspecified) | -8 | -3 | -1
COc1ccc(-n2cnnc2SCC(=O)NCCSc2ccc(Cl)cc2)cc1 | -6 | -6 | -8
